sdo1 growth: restores growth of sdo1-depleted yeast. S. cerevisiae sdo1-depleted JHY4D growth rescue, OD600 30 h; stronger effect = higher value; pdr5 snq2 efflux-pump mutant strain. z-score at 10 µM. 140,000 compounds, 0.21% hits;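 active = z-score above 3 at both the 24 hr and the 30 hr optical density reads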;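 note: z-score against mean and SD of all compound wells on the same plate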
Insulin prom inh: TRM-6 insulin promoter activity inhibition. inhibition, % at 2 µM. 130,000 compounds, 0.9% hits. AID 1273. TRM-6 cells (human fetal islet line), insulin promoter-eGFP reporter, imaging; reporter expression induced with tamoxifen;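 active = inhibition above the mean plus 3 SD, with well images judged a real hit on visual review, cut at about 60% in these data, passing the limit was not always enough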
sdo1 growth Rescue 24 h: also measured in sdo1 growth; calls as there; z-score; S. cerevisiae sdo1-depleted JHY4D growth rescue, OD600; measured here: growth rescue at 24 h;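 0 is the plate mean of compound wells and units are plate SD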
* = called active by the depositor; . = no result given. An excerpt (hit frequency here may not be typical).

sdo1 growth,sdo1 growth Rescue 24 h,Insulin prom inh,SMILES
-0.03,-0.45,.,O=C(Cn1nnc(-c2ccccc2)n1)N/N=C/c1cc([N+](=O)[O-])ccc1O
0.21,-1.4,66,COc1cccc(C(=O)Nc2cccc(C(=O)N3CCOCC3)c2)c1
0.59,0.15,-30,Cc1ccc(Cl)cc1NC(=O)Cn1cc(C(F)(F)F)cc(Cl)c1=O
-0.17,-0.93,-27,Cc1ccc(NC(=O)c2ccc(-n3cccn3)c([N+](=O)[O-])c2)cc1
1.2,0.55,14,O=C(OCc1cc(Cl)ccc1OC(F)F)c1cc(S(=O)(=O)O)ccc1O
-0.27,-1.1,.,O=C(NCC1CCCO1)NC12CC3CC(CC(C3)C1)C2 (configuration not stated)
0.36,0.5,-28,CCc1nc2ccc(C(=O)Nc3ccc(NC(C)=O)cc3)cc2nc1CC
-0.05,-0.35,10,O=C(Nc1ccc(N2CCOCC2)cc1)c1cccc(S(=O)(=O)N2CCCC2)c1
-0.77,-1.1,.,CNNC(=O)C(C)NC(=O)c1ccc(Br)cc1 (configuration not stated)
0.86,0.31,-54,Cn1cnnc1Sc1ccc(C(=O)NCCC(c2ccccc2)c2ccccc2)cc1[N+](=O)[O-]
-1,-0.76,23,O=C(Cc1ccc2c(c1)CCCC2)Nc1ccc2ccccc2c1
-0.06,-0.12,.,O=C(NCc1ccco1)c1ccc(CS(=O)(=O)Cc2ccc(Cl)cc2)o1
.,.,-218,O=C1c2ccccc2-c2onc3ccc(N4CCCC4)c1c23
-2,-1.1,-55,COc1ccc(Br)cc1CNC(=O)CCc1nc(-c2ccc(C)cc2)no1
0.76,-0.38,0,CCOC(=O)C1CCCN(CCC(C)c2ccccc2)C1 (configuration not stated)
-0.42,-0.57,-19,COc1ccccc1C(=O)NCC1CCN(c2ccc(S(=O)(=O)N3CCOCC3)cc2)CC1
0.09,0.62,50,CCn1nnnc1SCC(=O)N1CCCc2ccccc21
0.2,-0.17,-14,CCn1nnnc1SCC(=O)Nc1ccc2c(c1)OCO2
0.95,0.64,3,COc1cc(CN2CCN(C(=O)CC(C)C)CC2)cc(OC)c1OC
2.5,1.2,.,CCOC(=O)NC1CCS(=O)(=O)C1 (configuration not stated)
-0.8,-0.88,-22,O=C(Nc1nc2ccccc2[nH]1)c1ccccc1
1.4,2.1,-11,Cc1ccc(CSc2nnc(-c3cccnc3)n2N)cc1
0.57,1.1,.,CCOC(=O)C1CCCN(C(=O)CN2C(=O)C(CC)Oc3ccc(C)cc32)C1 (configuration not stated)
-0.58,-0.6,-11,COc1ccc(NS(=O)(=O)c2ccc(NC(=O)C(C)(C(F)(F)F)C(F)(F)F)cc2)nn1
0.52,-1.4,.,O=C(CN1C(=O)NC2(CCCCCCC2)C1=O)N1CCOCC1

3 compounds out of the list, sorted by SMILES length, rising.
sdo1 growth,sdo1 growth Rescue 24 h,Insulin prom inh,SMILES
0.76,-0.38,0,CCOC(=O)C1CCCN(CCC(C)c2ccccc2)C1 (configuration not stated)
0.36,0.5,-28,CCc1nc2ccc(C(=O)Nc3ccc(NC(C)=O)cc3)cc2nc1CC
-2,-1.1,-55,COc1ccc(Br)cc1CNC(=O)CCc1nc(-c2ccc(C)cc2)no1

More structures follow.
sdo1 growth,sdo1 growth Rescue 24 h,Insulin prom inh,SMILES
0.46,0.12,-20,Cc1ccc(S(=O)(=O)N/N=C/c2cn(C)nc2C)cc1
-0.07,-0.77,.,CCn1c(C)nc2cc(C(=O)NNC(=S)Nc3ccc(Cl)cc3Cl)ccc21
1,1.1,.,CCCCCC(=O)Nc1ccc(Cl)cn1
-0.36,0.11,.,CCCCNC(=S)NC(=O)c1ccc(Cl)cc1Cl
-0.41,-0.38,-15,CCOC(=O)c1c(C)oc2ccc(OC(=O)N3CCOCC3)cc12
.,.,5,CCOC(=O)CSc1nc(C(C)(C)C)nc2ccccc12
1.8,1.4,38,CN(C)Cc1ccc(F)cc1Sc1cc(Cl)ccc1Cl
-1.6,-1.6,-43,O=C(Cn1cnc2c(cnn2-c2ccc(Cl)cc2)c1=O)NC1CCCCC1
-0.43,-0.5,13,CCOc1ccc(-n2c(SCC(=O)Nc3ccc4c(c3)OCO4)nc3ccccc3c2=O)cc1
.,.,11,COc1ccc(Cc2n[nH]c(=S)n2Cc2ccccc2)cc1Cl
-0.51,-0.55,55,COc1ccc(NC(=O)CSc2nc(O)c(Cc3ccccc3)c(=O)[nH]2)cc1
0.33,0.69,-45,CN(c1cccc(NC(=O)CN(c2ccc(Cl)c(Cl)c2)S(=O)(=O)c2ccccc2)c1)S(C)(=O)=O
0.77,0.69,62,OC(COC1CCCCC1)CN1CCN(c2ccccc2)CC1 (configuration not stated)
-1.5,-1.4,-43,CCOc1ccccc1NC(=O)C1CCCCN1S(=O)(=O)c1ccc(F)cc1 (configuration not stated)
0.73,0.82,32,Cc1ccc(OCC(=O)NCCN2CCOCC2)cc1C
-0.18,1.2,15,Cc1ccc(OCCn2cnc3ccccc3c2=O)c([N+](=O)[O-])c1
-0.27,-0.16,.,Cn1c(C(=O)NCCN2CCOCC2)cc2sccc21
.,.,-19,Cc1c(N/C=C(\Cl)C(=O)C(F)(F)F)c(=O)n(-c2ccccc2)n1C
1,1.1,-38,CSc1ccccc1C(=O)Nc1cccc(C(C)=O)c1
0.91,0.24,-331,Cc1ccc(NC(=O)CC2C(=O)NC3CCCCC3N2C(=O)c2ccc(F)cc2)cc1C (configuration not stated)
0.28,1.2,.,CCCC(=O)Nc1ccc(C(=O)/C=C/c2ccc(SC)cc2)cc1
0.19,-0.52,.,COc1ccccc1CNC(=O)CN(c1ccc(C)cc1)S(=O)(=O)c1c(C)n[nH]c1C
-2.1,-1.5,.,C=CCc1ccccc1OCC(O)CN1CCN(c2ccc(C)cc2)CC1 (configuration not stated)
-0.18,-0.82,17,O=C(NN1C(=O)C2C3CCC(O3)C2C1=O)c1ccco1 (configuration not stated)
0.31,-0.64,.,O=C(COC(=O)C1COc2ccccc2O1)NC(=O)NC1CCCC1 (configuration not stated)

Ordered by value in Insulin prom inh (rising): some entries from above
canonical_smiles	Insulin prom inh
Cc1ccc(NC(=O)CC2C(=O)NC3CCCCC3N2C(=O)c2ccc(F)cc2)cc1C (configuration not stated)	-331
CCOc1ccccc1NC(=O)C1CCCCN1S(=O)(=O)c1ccc(F)cc1 (configuration not stated)	-43
CCOC(=O)c1c(C)oc2ccc(OC(=O)N3CCOCC3)cc12	-15

Other records follow:
sdo1 growth,sdo1 growth Rescue 24 h,Insulin prom inh,SMILES
-0.6,-1.1,58,CCCCN=Cc1sc2ccc(OCC)cc2c1O
.,.,75*,S=C(Nc1ccccc1)N1CCN(c2ccc(N3CCOCC3)nn2)CC1
-1.1,-0.74,-11,c1ccc(CSCc2cn3ccsc3n2)cc1
-0.15,-0.11,.,O=C(c1ccc(-c2ccccc2)cc1)N1CCN(C(=O)c2ccco2)CC1
0.85,0.57,-2,COc1ccc(NC(=O)CS(=O)CC(=O)Nc2cc(Cl)ccc2OC)cc1 (configuration not stated)
4*,5*,.,COC(=O)Cn1cc(/C=N/NC(=O)c2ccc(C#N)cc2F)c2ccccc21
-1,0.11,.,O=C(NCc1ccc2c(c1)OCO2)c1cccc2c1C(=O)N(C1CCCCC1)C2
-2,-0.88,7,COc1ccc(CC(=O)Nc2cccc(-c3csc(C)n3)c2)cc1
-0.44,-1.3,-6,COc1ccc(CCNC(=O)CSCc2ccc(Cl)cc2)cc1OC
.,.,27,COc1cc(NC(=O)COC(=O)c2cnc(C)cn2)c(C)cc1[N+](=O)[O-]
-1.4,-2.1,.,O=C(NC(=S)N1CCc2ccccc21)c1ccccc1Br
1.1,0.84,-14,Cc1ccc(S(=O)(=O)n2nc(OC(=O)c3c(-c4ccccc4Cl)noc3C)cc2N)cc1
-0.09,-0.54,-171,O=C(c1ccc(F)cc1)c1cn[nH]c1-c1ccccc1O
-0.13,-0.95,-86,Cc1nnc(NC(=O)c2ccccc2C(=O)O)s1
0.13,-0.17,-14,COC(=O)CC1=C(C(=O)OC)C(c2ccncc2)C(C#N)=C(N)O1 (configuration not stated)
-1.4,-0.44,.,Cc1nnc(NC(=O)CSc2cn(Cc3ccccc3)c3ccccc23)s1
.,.,33,O=C(COC(=O)c1cc(=O)[nH]c2ccccc12)c1ccccc1
-1.3,-0.92,-5,Cn1c(=O)c(C(=O)CSc2nnc(Nc3ccccc3)s2)c(N)n(Cc2ccccc2)c1=O
-0.48,-1.2,-22,COc1ccc2sc(N3C(=O)C4CC=C(C)CC4C3=O)nc2c1 (configuration not stated)
-0.2,-0.16,.,N#Cc1cccc(-c2nnc(SCc3ccccc3C#N)o2)c1
0.93,1.3,.,Cc1ccc(N2CCN(c3ccc(C)cc3)C2c2ccccn2)cc1
0.62,0.61,69,COC(=O)CN1C2(C#N)CCCCC2CC2CCCCC21C#N (configuration not stated)
0.86,0.73,29,CC(OC(=O)c1cccs1)C(=O)NCc1ccco1 (configuration not stated)
0.12,-0.42,23,O=C(NC(=S)NNS(=O)(=O)c1ccccc1)c1ccccc1[N+](=O)[O-]
-0.02,0.45,0,O=C1CCC(=O)N1c1nc2nc(-c3ccccc3)cc(=O)n2[nH]1

5 entries picked at random from the list so far, as already listed:
sdo1 growth,sdo1 growth Rescue 24 h,Insulin prom inh,SMILES
-0.02,0.45,0,O=C1CCC(=O)N1c1nc2nc(-c3ccccc3)cc(=O)n2[nH]1
1.8,1.4,38,CN(C)Cc1ccc(F)cc1Sc1cc(Cl)ccc1Cl
-0.05,-0.35,10,O=C(Nc1ccc(N2CCOCC2)cc1)c1cccc(S(=O)(=O)N2CCCC2)c1
0.12,-0.42,23,O=C(NC(=S)NNS(=O)(=O)c1ccccc1)c1ccccc1[N+](=O)[O-]
.,.,33,O=C(COC(=O)c1cc(=O)[nH]c2ccccc12)c1ccccc1

New compounds follow:
sdo1 growth,sdo1 growth Rescue 24 h,Insulin prom inh,SMILES
1.3,0.99,-7,Nc1ccccc1Nc1ccc([N+](=O)[O-])cc1[N+](=O)[O-]
0.68,0.92,-16,Cc1cc(C)c2c(=O)c3c(oc2c1)C(=O)N(CCO)C3c1cccc(O)c1 (configuration not stated)
.,.,0,CCCS(=O)(=O)N1CCN=C1SCc1ccc(C)cc1
-0.17,0.8,.,CCc1cc(C(=O)OC)c(NC(=O)CC2Sc3ccc(C(F)(F)F)cc3NC2=O)s1 (configuration not stated)
0.18,1.1,57,COCCOC(=O)c1[nH]c2c(c1C)C(=O)CC(c1cc(OC)ccc1OC)C2 (configuration not stated)
0.32,0.01,30,CS(=O)(=O)N1CCN(c2ccccc2F)CC1
.,.,-362,N#C/C(=C\c1ccccn1)c1nc2ccccc2s1
-0.87,-0.35,.,Cc1ccc(C(=O)COC(=O)c2ccc(-c3cnc4ccccc4n3)cc2)cc1C
0.77,-0.32,.,COc1cc(/C=N\NC(=O)c2sc(N)nc2C)cc(OC)c1OC
0.27,0.44,.,Cc1ccc(-c2nc(CS(=O)(=O)CC(=O)N3CC(C)CC(C)C3)c(C)o2)cc1 (configuration not stated)
-0.67,-1.2,-8,CC(=O)N1CCCc2cc(S(=O)(=O)N3CCc4ccccc4C3)ccc21
-0.51,-0.51,50,N#Cc1ccc2ccn(CC(=O)NCc3ccccc3)c2c1
1.5,1.4,.,CC(NC(=O)c1cccnc1)C(c1cccs1)N1CCN(C)CC1 (configuration not stated)
0.65,-0.01,-54,O=C(c1c[nH]c2ccccc12)C(O)C(c1ccccc1)N1CCOCC1 (configuration not stated)
-1.8,-0.85,.,O=C(Nc1ccc(Cl)cc1)Nc1cc([N+](=O)[O-])ccc1F
0.77,-0.12,7,CCS(=O)(=O)Nc1cc(C(=O)OC)ccc1C(=O)OC
.,.,13,O=C1C=C(NCCOC23CC4CC(CC(C4)C2)C3)C2(CCCCC2)O1
0.72,-0.51,-172,NC(=O)CSc1nnc(Cc2csc(Nc3ccc(F)cc3)n2)n1Cc1ccccc1
-0.16,0.32,.,Cc1cc(C)c2cc(C#N)c(SCC(=O)NCC3CCCO3)nc2c1 (configuration not stated)
-1,-0.3,-31,COc1cc(C=O)c(Br)cc1OC1CCCC1
-0.27,-0.58,12,CCOP(=O)(OCC)C(Nc1cccc(C(F)(F)F)c1)c1ccc(C)cc1 (configuration not stated)
-0.46,-0.61,.,CCOC(=O)c1sc(=S)n(-c2ccccc2OC)c1N
0.23,-0.13,10,Cc1nnc(NC(=O)c2ccccc2Br)s1
.,.,58,COC(=O)c1ccccc1NC(=O)Nc1ncccc1C
0.88,0.12,13,Cc1c(NC(=O)C(C)OC(=O)c2cccnc2)c(=O)n(-c2ccccc2)n1C (configuration not stated)
.,.,50,COc1ccccc1/C=C/C(=O)NCC(=O)N1CCC(N(C)C2CCCC2)CC1
.,.,22,CCN(CC)CCN(C(=O)c1cccc([N+](=O)[O-])c1)c1nc2ccc(OC)cc2s1
.,.,47,CCc1nnc(NC(=O)CN2CCN(c3ccccc3F)CC2)s1
0.74,1.5,41,Nc1ccc(N2CCN(C(=O)c3cccs3)CC2)cc1
0.46,0.01,26,CCCCOc1ccc(CSC(CC(=O)O)C(=O)O)cc1 (configuration not stated)

Screening results deposited in PubChem by several laboratories.
